CHO-K1 Ca ag: counter-screen for M1 agonists: effect in parental CHO-K1 cells | Fluo-8 calcium fluorescence; scaled to maximal ATP response, vehicle zero | activation, % at 3 µM | actives 0.48% (n = 360,000) | AID 602248, 2012; in the data active means activation above about 15%;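 further: untransfected CHO-K1 host cells lacking M1 receptor as counterscreen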
CHO parental Ca: ATP-evoked calcium signal inhibitors, parental CHO, primary screen, counter-screen for OX1R antagonist project, cell-based, fluorescence, Fluo-8 calcium dye; parental CHO-K1, ATP-induced calcium, Fluo-8 fluorescence; inhibition, % at 5.6 µM; actives 0.63% (n = 330,000); AID 463079, 2010;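 active means inhibition above that plate's mean sample inhibition plus 3 SD, cut at about 26% in these data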;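 further: 0% = ATP-challenged DMSO wells and 100% = DMSO wells without ATP; some compounds past the cut are filed as inactive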
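Assay system: untransfected parental CHO cell line. Also added: ATP agonist challenge. Dosing: one dose, 5.6 µM nominal. Measured by: Fluo-8 fluorescence. Read-out: % inhibition. Benchmarks: ATP wells versus no-ATP DMSO wells. Repeats: no replicates.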
CHRM1 PAM: human M1 muscarinic receptor positive allosteric modulators, primary screen, CHO-K1 cells, Fluo-8 calcium fluorescence, 1536-well | Muscarinic acetylcholine receptor M1 (Homo sapiens), P11229 | CHO-K1 hM1, ACh EC20; 0% = ACh EC20, 100% = maximal ACh | activation, % at 3 µM | actives 0.088% (n = 360,000) | AID 588819, 2011; in the data active means activation above about 19%, passing the limit was not always enough
Target sequence (P11229 whole entry, looked up): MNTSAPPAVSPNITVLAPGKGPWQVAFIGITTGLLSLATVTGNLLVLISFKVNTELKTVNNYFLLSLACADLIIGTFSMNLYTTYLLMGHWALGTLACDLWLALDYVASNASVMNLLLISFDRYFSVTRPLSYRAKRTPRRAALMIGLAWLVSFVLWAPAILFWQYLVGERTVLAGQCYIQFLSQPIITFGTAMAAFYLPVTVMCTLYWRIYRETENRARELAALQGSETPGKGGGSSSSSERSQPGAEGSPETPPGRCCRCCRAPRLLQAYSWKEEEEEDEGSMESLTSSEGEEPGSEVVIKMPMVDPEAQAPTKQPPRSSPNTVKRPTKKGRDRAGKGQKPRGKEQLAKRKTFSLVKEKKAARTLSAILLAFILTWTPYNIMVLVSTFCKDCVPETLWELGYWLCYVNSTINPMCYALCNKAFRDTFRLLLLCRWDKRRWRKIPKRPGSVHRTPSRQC
CHRM1 antagonist: human M1 muscarinic receptor antagonists, primary screen, CHO-K1 cells, Fluo-8 calcium fluorescence, 1536-well. Muscarinic acetylcholine receptor M1 (Homo sapiens), P11229. CHO-K1 hM1, ACh EC80 antagonist. inhibition, % at 3 µM. actives 1.3% (n = 360,000);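 active means percent inhibition above its own plate's cutoff, namely the mean of that plate's compound wells plus 3 SD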;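 further: peak over basal fluorescence ratio during 140 s after agonist addition; 0% = ACh EC80 plus DMSO and 100% = DMSO alone without agonist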
CHRM4 antagonist: human M4 muscarinic receptor antagonists, primary screen, CHO cells, Fluo-8 calcium fluorescence; Muscarinic acetylcholine receptor M4 (Homo sapiens), P08173; CHO-hM4 cells, ACh EC80; inhibition, % at 3 µM; actives 0.73% (n = 360,000); AID 624125, 2012;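 active means inhibition above its plate's cutoff, the mean inhibition of sample wells plus 3 SD, cut at about 27% in these data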;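 further: 0% = acetylcholine EC80 with DMSO and 100% = DMSO without agonist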
CHRM1 agonist: human M1 muscarinic receptor agonists, primary screen, Fluo-8 calcium fluorescence, CHO-K1 cells, HTS | CHO-K1 hM1, agonist mode; 0% DMSO, 100% acetylcholine EC100 | activation, % at 3 µM | Muscarinic acetylcholine receptor M1 (Homo sapiens), P11229 | actives 0.33% (n = 360,000);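 active means activation above the run's mean compound activation plus 3 SD, cut at about 16% in these data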;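 further: peak over basal fluorescence ratio within a 140 s kinetic read after compound addition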
CHO-K1 Ca antag: counter-screen for M1 antagonists: effect in parental CHO-K1 cells | ATP-induced calcium, Fluo-8 fluorescence | inhibition, % at 3 µM | actives 0.6% (n = 360,000) | AID 602250;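 active means inhibition above a per-plate cutoff, the plate's mean sample inhibition plus 3 SD, cut at about 24% in these data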;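 further: 0% = DMSO plus EC80 ATP and 100% = DMSO alone without ATP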
CHRM4 agonist: human M4 muscarinic receptor agonists, primary screen, CHO-K1 cells, Fluo-8 calcium fluorescence | activation, % at 3 µM | AID 624127, 2012 | CHO-K1 hM4/Gqi5; vehicle 0%, full acetylcholine response 100% | actives 0.14% (n = 360,000);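 active means activation above the run mean over all test wells plus 3 SD, cut at about 32% in these data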;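 further: peak over basal fluorescence ratio per well then scaled between controls; 0% = DMSO wells and 100% = acetylcholine at EC100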
OXTR potentiate: human OXTR potentiators, primary screen, fluorescence, CHO-OTR cells, Fluo-8 calcium. Oxytocin receptor (Homo sapiens), P30559. Fluo-8 calcium fluorescence, potentiator mode; 0% = oxytocin EC15, 100% = EC100. activation, % at 3 µM. actives 0.061% (n = 320,000). AID 2445, 2010;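 active means activation above that plate's cutoff, the mean activation of tested compounds plus 3 SD, cut at about 6.6% in these data, passing the limit was not always enough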;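 further: 100% uses oxytocin at 75 nM as the full agonist control; some results filed as inactive read as strong as hits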
Target sequence (P30559 whole entry, looked up): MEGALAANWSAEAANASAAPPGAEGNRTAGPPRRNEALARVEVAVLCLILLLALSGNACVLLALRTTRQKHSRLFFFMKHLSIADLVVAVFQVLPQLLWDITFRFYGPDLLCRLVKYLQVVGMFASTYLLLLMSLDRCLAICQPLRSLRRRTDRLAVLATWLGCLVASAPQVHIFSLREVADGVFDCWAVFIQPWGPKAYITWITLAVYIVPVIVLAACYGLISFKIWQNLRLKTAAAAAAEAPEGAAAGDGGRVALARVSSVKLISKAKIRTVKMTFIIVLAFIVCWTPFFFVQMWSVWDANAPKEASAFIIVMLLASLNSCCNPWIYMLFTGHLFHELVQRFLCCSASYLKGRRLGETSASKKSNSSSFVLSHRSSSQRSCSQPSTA
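assay system = CHO-OTR cells, human receptor | schedule = compound 6 min at room temperature before oxytocin, 100 s read | detection = Fluo-8 intracellular calcium fluorescence, ex 470-495, em 515-575 nm | evaluation = normalized max/min fluorescence ratio, % activation | control set = EC15 oxytocin alone as 0%, 75 nM oxytocin (EC100) as 100%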
* hit, by the source's call; / = not tested or not shown.

1. COc1cc(/C=C/C(=O)O)cc(S(=O)(=O)NCC2CCCO2)c1OC (stereo not given)
2. COc1cc(OC)cc(OCC(O)Cn2cnc3cc(C)c(C)cc32)c1 (stereo not given)
3. CC(C)N(C(=O)CSc1ncnc2sc(-c3ccccc3)cc12)C(C)C
4. CCOc1ccc2nc(N3CCCC(C(=O)NCCCN4CC(C)CC(C)C4)C3)sc2c1 (stereo not given)
5. COc1ccccc1Oc1coc2cc(OCC(N)=O)ccc2c1=O
6. COc1ccc(NC(=O)C/C(C)=N/NC(=O)C2CCCCC2)c([N+](=O)[O-])c1

entry no.,1,2,3,4,5,6
CHO-K1 Ca ag,-0.1,3.7,0.1,1.7,1.0,-0.3
CHO parental Ca,1,-11,-16,-26,2,-29
CHRM1 PAM,8,2,7,-6,10,15
CHRM1 antagonist,-14,-3,-10,-3,-23,-10
CHRM4 antagonist,3,-5,-1,0,-4,7
CHRM1 agonist,-2,5,-3,-4,-3,-2
CHO-K1 Ca antag,-11,0,-7,-14,-3,-6
CHRM4 agonist,2,11,0,1,2,-1
OXTR potentiate,0,-8,-13,0,-10,-5

7. COc1cc2c(cc1OC)CN(CC(=O)Nc1cccc(C(F)(F)F)c1)CC2
8. CN(C)c1cccc(NC(=O)NC2(C)CCS(=O)(=O)C2)c1 (stereo not given)
9. Cc1cc(C(=O)NCC2CCCO2)n(-c2ccccc2)n1 (stereo not given)
10. Cc1ccc(S(=O)(=O)NCC(=O)N/N=C/c2ccccc2O)cc1
11. CCC1=NN=C(c2ccc(F)cc2)C(c2c[nH]c3ccccc23)N1O (stereo not given)
12. CC(C(=O)OCC(=O)Nc1ccc2c(c1)OCO2)N1C(=O)c2ccccc2C1=O (stereo not given)

entry no.,7,8,9,10,11,12
CHO-K1 Ca ag,0.8,0.5,0.0,0.5,1.7,5.0
CHO parental Ca,-9,/,-13,-14,-6,-13
CHRM1 PAM,11,-1,-12,2,5,0
CHRM1 antagonist,-13,-2,18,-8,-12,-4
CHRM4 antagonist,-19,-3,-2,-2,-6,-1
CHRM1 agonist,-6,-3,-2,-5,-4,1
CHO-K1 Ca antag,-12,-7,8,-3,-8,-3
CHRM4 agonist,0,0,0,0,2,7
OXTR potentiate,-11,/,-4,-14,-10,-12

13. Cc1ccc(N2CC(C(=O)Nc3ccc(S(=O)(=O)Nc4nccs4)cc3)CC2=O)cc1 (stereo not given)
14. Cc1ccc(-c2cc3ccccc3nc2N2CCCC2)cc1
15. COc1ccc(NC(=O)CSc2nnc(-c3ccccc3F)n2C2CC2)cc1S(N)(=O)=O
16. CCOc1cc(C(=O)Nc2ccc3c4c(cccc24)C(=O)N3CC)cc(OCC)c1OCC
17. CC(Oc1cccnc1[N+](=O)[O-])C(=O)Nc1ccc(F)cc1 (stereo not given)
18. CN(NS(=O)(=O)c1ccc(F)cc1)c1ncc(C(F)(F)F)cc1Cl

entry no.,13,14,15,16,17,18
CHO-K1 Ca ag,0.1,0.7,0.0,1.2,0.6,-0.3
CHO parental Ca,-5,-24,-16,2,-1,-7
CHRM1 PAM,4,3,5,3,4,-4
CHRM1 antagonist,-5,-9,-11,-4,-9,7
CHRM4 antagonist,-7,-7,-12,2,7,1
CHRM1 agonist,-5,-4,-6,-6,-8,-12
CHO-K1 Ca antag,-5,-14,-2,-6,-17,-7
CHRM4 agonist,0,1,1,1,2,-1
OXTR potentiate,-10,-6,-11,-4,-3,2

19. O=C(CSc1cccc2cccnc12)N1CCCC1
20. O=C(CN1CCCC1)Nc1c2c(cc3c1CCC3)CCC2
21. C/C(=N/NC(=O)CNC(=O)c1cccnc1)c1ccc([N+](=O)[O-])cc1
22. Cc1ccc(CSCCNS(=O)(=O)c2ccc(C)cc2)cc1
23. COc1ccccc1CCc1nnc(CCC(=O)N(C)Cc2ccncc2C)o1
24. CCOc1ccc(C(=O)NCC(C)C)cc1

entry no.,19,20,21,22,23,24
CHO-K1 Ca ag,0.9,0.2,-0.6,1.4,2.0,0.6
CHO parental Ca,28,-12,7,-7,-10,-2
CHRM1 PAM,5,-10,4,2,7,11
CHRM1 antagonist,1,-6,-8,-3,-8,-6
CHRM4 antagonist,3,-4,-2,2,1,-3
CHRM1 agonist,-4,-10,-6,-4,-10,-1
CHO-K1 Ca antag,4,-9,5,1,-1,-19
CHRM4 agonist,0,0,1,-1,2,-1
OXTR potentiate,-5,8,-9,-11,0,-12

Some of these compounds in order of length of the SMILES, largest number first:
23. COc1ccccc1CCc1nnc(CCC(=O)N(C)Cc2ccncc2C)o1
20. O=C(CN1CCCC1)Nc1c2c(cc3c1CCC3)CCC2
24. CCOc1ccc(C(=O)NCC(C)C)cc1

entry no.,23,20,24
CHO-K1 Ca ag,2.0,0.2,0.6
CHO parental Ca,-10,-12,-2
CHRM1 PAM,7,-10,11
CHRM1 antagonist,-8,-6,-6
CHRM4 antagonist,1,-4,-3
CHRM1 agonist,-10,-10,-1
CHO-K1 Ca antag,-1,-9,-19
CHRM4 agonist,2,0,-1
OXTR potentiate,0,8,-12

The list continues:
25. O=C(COc1ccccc1[N+](=O)[O-])N/N=C/c1ccc(OC(=O)c2ccco2)cc1
26. COc1ccccc1CNC(=O)COc1cccnc1[N+](=O)[O-]
27. O=C1NC[C@H](CCCCN2CCN(Cc3ccccc3)C(=O)C2=O)N(CCC2CCCCC2)C1=O
28. COc1ccc(NC(=O)C2CCCN(c3nn4c(=O)cc(C)nc4s3)C2)cc1 (stereo not given)
29. COc1cc(C(=O)NCCc2ncccc2C)ccc1OC1CCN(C(C)=O)CC1
30. O=C(Nc1ccc2c(c1)OCO2)c1n[nH]c(=O)c2ccccc12

entry no.,25,26,27,28,29,30
CHO-K1 Ca ag,1.2,1.4,-0.2,-0.1,0.2,0.7
CHO parental Ca,-4,-24,/,-10,-5,7
CHRM1 PAM,3,9,/,-1,2,7
CHRM1 antagonist,2,-12,/,3,-6,-5
CHRM4 antagonist,-6,-4,8,6,6,-3
CHRM1 agonist,4,-9,/,-12,-3,0
CHO-K1 Ca antag,-3,-16,-9,5,-11,-12
CHRM4 agonist,8,2,-1,1,1,1
OXTR potentiate,-12,-1,/,-5,-2,-4

31. O=C(CN1CCN(Cc2ccccc2)CC1)NCCNc1ccc([N+](=O)[O-])cn1
32. CN(C(=O)Cn1nc(C(=O)O)c2ccccc2c1=O)C1(C#N)CCCCC1
33. COc1ccc(Br)cc1/C=N/NC(=O)c1nc(-c2ccccc2)n2c1CCCCC2
34. CC(C)NC(=O)N(C)C[C@H]1Oc2ccc(NC(=O)Nc3ccc(C(F)(F)F)cc3)cc2C(=O)N([C@H](C)CO)C[C@@H]1C
35. CCOc1ccc(-c2noc(CCC(N)=O)n2)cc1OCC
36. COc1cc(/C=N/NC(=O)Cc2c[nH]c3ccccc23)cc(OC)c1OC

entry no.,31,32,33,34,35,36
CHO-K1 Ca ag,-0.3,1.0,-0.2,1.1,0.6,0.7
CHO parental Ca,10,-13,-6,-5,1,-2
CHRM1 PAM,-1,15,3,4,11,7
CHRM1 antagonist,8,-13,-11,4,-8,-8
CHRM4 antagonist,3,-26,-8,-1,-5,5
CHRM1 agonist,-4,-1,-5,-3,-5,-3
CHO-K1 Ca antag,-4,-15,-9,-11,-1,-2
CHRM4 agonist,1,1,0,1,0,5
OXTR potentiate,0,-2,-4,-1,3,-8

37. O=C1NC[C@@H](CCCCN2C[C@H](Cc3ccc(O)cc3)N(CCc3ccccc3)C(=O)C2=O)N(Cc2ccccc2)C1=O
38. Cc1cc(Br)ccc1OCCn1ccnc1
39. CCOC(=O)c1sc2cccc(Cl)c2c1N
40. CC(C)n1nnnc1SCC(=O)NC1CCCC1
41. COc1ccc2c(OC)cc(-c3ccccc3)nc2c1
42. Cc1nc2nc(SCc3ccccc3)nn2c(C)c1C

entry no.,37,38,39,40,41,42
CHO-K1 Ca ag,1.1,0.9,-0.1,2.3,-0.5,6.9
CHO parental Ca,/,2,-4,-4,-28,-9
CHRM1 PAM,/,-5,5,11,-6,7
CHRM1 antagonist,/,5,-4,-11,-9,-3
CHRM4 antagonist,2,6,-4,5,-9,2
CHRM1 agonist,/,-10,-6,-4,-5,-6
CHO-K1 Ca antag,-8,4,-1,-10,-1,-7
CHRM4 agonist,2,0,0,1,0,1
OXTR potentiate,/,-7,-1,-8,-14,1

43. O=C(c1ccccc1)N1CCN(c2ccc([N+](=O)[O-])c(NCc3ccco3)c2)CC1
44. O=C(Nc1cc(C(F)(F)F)ccc1F)C1CCCC1
45. CCN(CC)C(=O)[C@H]1CC(CC(=O)NCCc2ccccn2)C(=O)N2CCc3c([nH]c4ccc(OC)cc34)[C@]12C (stereo not given in full)
46. CN(C(=O)CSc1nc2ccccc2o1)C1CCCCC1
47. COc1cc(OC)c(C(=O)Nc2ccc(S(=O)(=O)N3CCCCC3)cc2)cc1OC
48. Cc1ccc(NC(=O)N(C2=NCC(C)S2)c2ccccc2)cc1 (stereo not given)

entry no.,43,44,45,46,47,48
CHO-K1 Ca ag,1.1,0.9,0.1,0.5,1.4,1.2
CHO parental Ca,-28,-15,-13,/,-2,-16
CHRM1 PAM,-6,7,15,4,4,-8
CHRM1 antagonist,-28,-13,-14,-7,-5,8
CHRM4 antagonist,20,-3,-6,-13,0,21
CHRM1 agonist,-7,-3,-4,-4,-2,-6
CHO-K1 Ca antag,-3,-26,-12,3,0,-7
CHRM4 agonist,4,10,-1,2,5,2
OXTR potentiate,3,1,/,/,-18,1

49. CC(=O)c1ccc(Oc2ccc(C(=O)c3ccc(C)c(C)c3)cc2[N+](=O)[O-])cc1
50. C/C(CC(O)c1ccc2ccccc2n1)=N/O (stereo not given)
51. O=C(On1c(-c2ccccc2)nc2ccccc2c1=O)c1ccco1
52. CC(=O)c1cc2c(cc1NC(=O)Cc1c(C)noc1C)OCO2
53. CCSc1nnc(NC(=O)C2CC2c2ccccc2)s1 (stereo not given)
54. O=C(CNc1cccc(F)c1)Nc1cccc(S(=O)(=O)N2CCCCC2)c1
55. c1ccc(-c2nc3cnccn3c2Nc2ccc3c(c2)OCCO3)cc1
56. CC1CCCN(CCC(=O)c2ccccc2)C1 (stereo not given)

entry no.,49,50,51,52,53,54,55,56
CHO-K1 Ca ag,0.0,0.0,0.1,-0.1,0.5,1.3,1.3,0.8
CHO parental Ca,-3,-10,-5,-10,0,/,-13,/
CHRM1 PAM,-10,9,3,-4,-2,7,6,3
CHRM1 antagonist,16,-17,-1,-1,-6,-7,-7,-2
CHRM4 antagonist,4,-4,-20,4,-2,3,-2,2
CHRM1 agonist,-5,-5,-6,3,-8,-3,-1,1
CHO-K1 Ca antag,1,-12,-10,-5,5,-9,-7,-7
CHRM4 agonist,1,2,-1,2,0,0,1,1
OXTR potentiate,0,-2,-2,3,3,/,-8,/
